Screening results: PubChem, several laboratories
S1P4 antag – S1P4 receptor antagonists, primary screen, cell-based | Sphingosine 1-phosphate receptor 4 (Homo sapiens), O95977 | S1P4-expressing cells, antagonist mode, reporter read-out | inhibition, % at 4.98 µM | hit rate 0.26% among 220,000 | AID 1510, 2009; in the data active means inhibition above about 29%;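 further: 0% = wells stimulated with agonist and 100% = vehicle wells without agonist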
Target sequence (O95977 whole entry, looked up): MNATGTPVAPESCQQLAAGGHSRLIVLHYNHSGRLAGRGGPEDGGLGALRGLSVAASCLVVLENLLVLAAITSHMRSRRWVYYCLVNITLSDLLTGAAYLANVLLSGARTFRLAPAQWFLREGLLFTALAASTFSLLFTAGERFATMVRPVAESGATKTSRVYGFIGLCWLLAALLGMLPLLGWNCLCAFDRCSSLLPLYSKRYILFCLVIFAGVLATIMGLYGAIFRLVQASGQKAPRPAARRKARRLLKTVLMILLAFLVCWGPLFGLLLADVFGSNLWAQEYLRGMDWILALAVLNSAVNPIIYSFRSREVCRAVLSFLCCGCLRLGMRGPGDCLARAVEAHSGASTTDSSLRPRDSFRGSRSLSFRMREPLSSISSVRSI
NPY-Y1 antag – NPY-Y1 receptor antagonists, primary screen, cell-based; HEK293-CNG Y1 cells, membrane potential fluorescence; NPY at EC95, then isoproterenol; inhibition, % at 3.6 µM; hit rate 1% among 200,000; AID 1040, 2008;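 active means inhibition above the campaign mean inhibition of all tested compounds plus 3 SD, cut at about 20% in these data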;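 further: 0% = DMSO wells given NPY plus isoproterenol and 100% = isoproterenol alone without NPY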
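Material: HEK293 cells co-expressing NPY Y1 receptor and cyclic-nucleotide gated channel. Timing: compound incubation 1 h at room temperature, readout 45 min post-stimulation. Signal: fluorescence, membrane potential probe.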
Runt-CBFb FRET – inhibitors of RUNX1 Runt–CBFb binding, primary screen, biochemical, FRET, Cerulean-Runt, Venus-CBFb, uHTS; inhibition, % at 20 µM; Cerulean-Runt/Venus-CBFb FRET ratio 530/480, 1 h; hit rate 0.46% among 220,000; AID 1496, 2009; Runt-related transcription factor 1 (Homo sapiens) + Core-binding factor subunit beta …;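 active means inhibition over about 50% at 20 µM in the single-dose screen, limit read from the data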;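 further: 0% = DMSO wells and 100% = excess unlabeled CBFb competitor control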
Target sequence (Q01196 whole entry, looked up): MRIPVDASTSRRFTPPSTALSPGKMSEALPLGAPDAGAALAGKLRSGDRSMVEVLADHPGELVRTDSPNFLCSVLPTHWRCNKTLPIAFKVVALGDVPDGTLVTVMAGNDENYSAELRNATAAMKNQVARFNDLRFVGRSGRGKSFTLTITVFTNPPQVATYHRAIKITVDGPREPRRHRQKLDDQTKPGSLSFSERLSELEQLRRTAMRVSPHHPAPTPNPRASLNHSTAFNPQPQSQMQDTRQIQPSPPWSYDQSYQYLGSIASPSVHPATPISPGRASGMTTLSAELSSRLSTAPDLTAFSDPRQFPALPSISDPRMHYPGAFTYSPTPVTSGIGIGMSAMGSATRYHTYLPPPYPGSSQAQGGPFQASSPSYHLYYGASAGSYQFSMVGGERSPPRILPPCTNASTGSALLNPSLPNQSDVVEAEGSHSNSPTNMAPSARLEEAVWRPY
Target sequence (Q13951 whole entry, looked up): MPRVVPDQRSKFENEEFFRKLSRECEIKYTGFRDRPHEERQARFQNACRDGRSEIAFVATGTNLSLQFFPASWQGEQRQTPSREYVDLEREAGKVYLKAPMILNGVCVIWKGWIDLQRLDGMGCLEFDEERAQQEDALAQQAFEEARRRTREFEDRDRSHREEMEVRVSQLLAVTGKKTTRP
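Assay system: Cerulean-Runt domain / Medium: Tris 50 mM pH 7.5, KCl, K2SO4, 0.01% BSA / Timing: protein complex preformed 1 h, compound exposure 1 h, room temperature, dark / Measured by: FRET, excitation 422 nm, emission at 530 and 480 nm / Evaluation: loss of energy transfer signal / Control set: 5 µM unlabeled CBFb as full-inhibition high control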
BaF3 parental – parental Ba/F3 cell viability inhibition, counter-screen for JAK2V617F inhibitor project, murine pro-B, CellTiter-Glo luminescence. inhibition, % at 5.6 µM. CellTiter-Glo ATP luminescence. hit rate 1.1% among 220,000;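 active means inhibition above a per-campaign cutoff, the mean inhibition of all tested compounds plus 3 SD, cut at about 27% in these data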;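 further: 0% = DMSO wells and 100% = JAK Inhibitor I control wells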
NPY1 pot ag – NPY-Y1 receptor potentiators or agonists, primary screen, cell-based | NPY-Y1 expressing cells, potentiator/agonist activation | hit rate 0.37% among 220,000 | activation, % at 3.6 µM | AID 1304, 2008 | Neuropeptide Y receptor type 1 (Homo sapiens), P25929; in the data active means activation above about 33%, passing the limit was not always enough;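 further: cells stimulated with NPY at EC10 then isoproterenol at EC100; 0% = low agonist plus stimulus and 100% = saturating agonist plus stimulus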
NPY2 pot ag – NPY-Y2 potentiators or agonists, primary screen, cell-based; Neuropeptide Y receptor type 2 (Homo sapiens), P49146; cells expressing NPY-Y2, potentiator/agonist read-out; hit rate 0.45% among 220,000; AID 1359, 2008; activation, % at 3.6 µM; in the data active means activation above about 27%;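 further: cells stimulated with NPY near EC25 plus isoproterenol at EC100; 0% = vehicle plus submaximal agonist and 100% = vehicle plus saturating agonist; some results beyond the cut were filed as inactive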
S1P4 agonist – S1P4 receptor agonists, primary screen, cell-based. Sphingosine 1-phosphate receptor 4 (Homo sapiens), O95977. S1P4-expressing cell line, agonist reporter assay. activation, % at 4.98 µM. hit rate 0.35% among 220,000. AID 1509, 2009; in the data active means activation above about 11%;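 further: 0% = DMSO vehicle and 100% = reference agonist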
Ba/F3 V617F tox – reduced viability of JAK2V617F-dependent Ba/F3 cells, primary screen, JAK2V617F inhibitor project, cell-based, Ba/F3 EpoR-JAK2V617F, luminescence; ATP luminescence; inhibition, % at 5.6 µM; hit rate 1.1% among 220,000; AID 1446, 2008;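 active means inhibition above the campaign mean plus 3 SD over all tested compounds, cut at about 24% in these data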;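 further: cytokine-independent growth of Ba/F3 cells driven by EpoR plus mutant JAK2; 0% = DMSO-treated cells and 100% = JAK inhibitor I control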
RBBP9 inh – human RBBP9 inhibitors, primary screen, biochemical, fluorescence polarization, FP-Rh probe, HTS; recombinant RBBP9; inhibition, % at 7.94 µM; hit rate 0.2% among 220,000;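 active means inhibition above the campaign mean of all tested compounds plus 3 SD, cut at about 14% in these data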;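 further: plate controls were DMSO wells with RBBP9 for no effect and wells lacking RBBP9 protein for full effect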
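System: RBBP9 protein / Quantity: 2.5 µM RBBP9 dispensing solution, before mixing / Also added: Serine-hydrolase probe FP-Rh, 375 nM pre-mixing / Dosing: 7.94 µM single dose, 0.794% DMSO / Timing: enzyme-compound preincubation 30 min, then probe labeling 45 min, 25 °C / Signal: FP readout at 525/598 nm / Controls: DMSO-treated enzyme wells and wells lacking RBBP9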
* = called active by the depositor; · = no result given.

Structure	S1P4 antag	NPY-Y1 antag	Runt-CBFb FRET	BaF3 parental	NPY1 pot ag	NPY2 pot ag	S1P4 agonist	Ba/F3 V617F tox	RBBP9 inh
CC(=O)/C(=N\Nc1ccccc1Cl)Sc1cccc2cccnc12	1	6	2	5	8	-5	-1.1	-3	-3
Cc1cc(C)c2cc(CN(Cc3nnnn3C3CCCCC3)CC3CCCO3)c(=O)[nH]c2c1 (centres undefined)	-16	-3	-6	8	-3	8	1.0	-2	-2
O=C(CSc1nnc(-c2ccccc2Br)o1)N1CCc2ccccc2C1	9	18	0	5	-14	-14	0.2	-2	-5
CN(C(=O)CSc1nc2c(c(=O)[nH]1)CCCC2)C1CCCCC1	3	10	1	4	-12	-6	1.9	0	1
COc1cc(NC(=S)N2CCCCC2C)cc(OC)c1OC (centres undefined)	-14	-2	17	2	1	4	1.3	-1	0
Cc1nn(Cc2ccccc2Cl)c2sc(C(=O)NCc3ccc4c(c3)OCO4)cc12	-3	5	1	7	-26	-21	-2.4	3	-8
C=CCOCCN(CCOCC=C)C1=NS(=O)(=O)c2ccccc21	-5	1	0	6	-8	-1	1.3	1	2
CC1CN(C(=O)/C(C#N)=C2\N=C(NC(=O)c3ccc(F)cc3)c3ccccc32)CC(C)O1 (centres undefined)	9	·	-2	6	14	-2	-0.1	2	-5

Structure	S1P4 antag	NPY-Y1 antag	Runt-CBFb FRET	BaF3 parental	NPY1 pot ag	NPY2 pot ag	S1P4 agonist	Ba/F3 V617F tox	RBBP9 inh
CCc1nnc(NC(=O)C2Cc3ccccc3CN2S(=O)(=O)CC)s1 (centres undefined)	2	-2	2	9	7	-11	-1.1	7	2
Cc1cc(C)nc(NS(=O)(=O)c2ccc(NC(=O)CN3C(=O)C4CC=CCC4C3=O)cc2)n1 (centres undefined)	-15	1	0	1	23	5	0.7	-1	-8
Cc1ccc(NC(=O)CCNC(=O)c2ccccc2Cl)cc1S(=O)(=O)N(C)C	-25	6	0	3	11	-1	-0.5	-4	2
COc1ccc2[nH]c(C)cc(=O)c2c1	-13	4	0	3	-22	-6	1.4	4	3
CN(Cc1nc2ccccc2[nH]1)Cc1nc(CC2CC2)no1	9	3	0	7	3	-22	-0.4	-1	1
CCOc1nc(-c2ccccc2)ccc1-c1noc(-c2ccco2)n1	-7	4	-1	3	-27	1	3.6	-1	-5
CCC(C)NC(=O)COC(=O)c1csc2c1CCCC2 (centres undefined)	-14	-5	-2	10	19	12	-0.5	0	2
O=C(/C=C/c1ccc(Cl)c([N+](=O)[O-])c1)c1cccnc1	2	3	10	7	-1	-8	-1.3	0	-3

Structure	S1P4 antag	NPY-Y1 antag	Runt-CBFb FRET	BaF3 parental	NPY1 pot ag	NPY2 pot ag	S1P4 agonist	Ba/F3 V617F tox	RBBP9 inh
Cc1ccc(CN2CC(C(=O)Nc3nnc(SCc4c(Cl)cccc4Cl)s3)CC2=O)cc1 (centres undefined)	2	-5	-5	7	22	5	0.4	-1	-7
COc1cc(NC(=O)c2cnn3c(C)cc(C)nc23)c(OC)cc1Cl	-3	5	-1	4	-15	5	1.1	-2	0
Clc1ccc(-n2ncc3c(NCc4ccccn4)ncnc32)cc1	-6	-7	·	7	29	3	-0.9	-2	6
O=C(Cn1nnc(-c2ccc(F)cc2)n1)Nc1ccc2c(c1)OCCO2	-18	18	-1	4	-18	-9	1.3	-1	-7
CC(=O)N(c1cccc(Br)c1)C1C=CS(=O)(=O)C1 (centres undefined)	4	0	3	3	10	-2	-1.5	2	-5
CCCCn1c(CNC(=O)c2cccs2)nc2ccccc21	-12	-1	·	4	-4	11	-1.3	-2	-2
Cc1cccc(Cn2c(SCC(=O)Nc3ccccc3)nc3c2c(=O)[nH]c(=O)n3C)c1	-8	2	-5	0	0	-10	-2.1	-1	-7
COc1ccccc1S(=O)(=O)Cc1ccc(C(=O)NCCN2CCCC2)o1	3	-3	-2	2	-13	-17	-2.7	-2	-4

Complete entries from above. Order of values: S1P4 antag	NPY-Y1 antag	Runt-CBFb FRET	BaF3 parental	NPY1 pot ag	NPY2 pot ag	S1P4 agonist	Ba/F3 V617F tox	RBBP9 inh
Record of O=C(Cn1nnc(-c2ccc(F)cc2)n1)Nc1ccc2c(c1)OCCO2 = -18	18	-1	4	-18	-9	1.3	-1	-7
Record of Cc1cccc(Cn2c(SCC(=O)Nc3ccccc3)nc3c2c(=O)[nH]c(=O)n3C)c1 = -8	2	-5	0	0	-10	-2.1	-1	-7

The list continues.
Structure	S1P4 antag	NPY-Y1 antag	Runt-CBFb FRET	BaF3 parental	NPY1 pot ag	NPY2 pot ag	S1P4 agonist	Ba/F3 V617F tox	RBBP9 inh
CCCCC(=O)NC(=S)Nc1ccccc1C(=O)Nc1ccccc1	-29	1	-1	0	21	0	-0.4	-4	-9
CC(C)CNC(=O)c1cc(-c2ccc(Cl)c(Cl)c2)on1	6	-1	0	3	-3	-3	-0.7	0	0
CC1CN(C(=O)c2cccs2)CCN1C(=O)c1cccs1 (centres undefined)	-7	1	0	1	14	13	0.7	-5	3
CCCN1C/C(=C/c2cccc([N+](=O)[O-])c2)C(=O)/C(=C/c2cccc([N+](=O)[O-])c2)C1	-6	-4	-1	3	7	12	1.2	-4	-10
CCC(=O)NC(=S)Nc1ccc(N2CCOCC2)cc1	4	-3	2	5	8	9	-0.6	1	0
COc1ccc(S(=O)(=O)N2Cc3ccccc3CC2C(=O)O)cc1OC (centres undefined)	-11	-3	3	4	-12	0	0.9	-3	-8
COc1ccc(C(=O)N2CCOCC2)cc1Br	-18	2	1	3	-6	14	0.0	-1	-4
Cc1nc2cc(F)ccc2n1C1CCN(C(=O)c2c(F)cccc2F)CC1	1	4	0	2	6	14	0.1	-2	-7

Structure	S1P4 antag	NPY-Y1 antag	Runt-CBFb FRET	BaF3 parental	NPY1 pot ag	NPY2 pot ag	S1P4 agonist	Ba/F3 V617F tox	RBBP9 inh
COc1c(Cl)ccc(Cl)c1C(=O)NC(=S)N1CCOCC1	-6	1	2	6	1	3	-0.4	1	0
O=C(CSc1nc2ccccc2c(=O)n1Cc1ccco1)NCc1ccccc1	5	-2	·	3	3	9	-0.7	2	10
CC(C)CCn1c(Oc2ccc(Cl)cc2)nc2c1c(=O)n(C)c(=O)n2C	-2	11	-4	6	3	-1	0.9	2	-7
CNC(=S)N/N=C/c1ccccc1OCC(=O)O	8	·	-1	-5	20	9	0.1	-4	-9
O=C(Nc1ccc(Cl)cc1)/C(=C1\CCCN1)[N+](=O)[O-]	-8	·	0	-8	16	-12	0.1	-1	-9
Cc1cc(=O)oc(C)c1C(=O)Nc1ccc2ncccc2c1	-4	1	-22	6	3	3	2.7	-4	0
Cc1ccc(C)c(OCCSc2nnc(C)c(=O)[nH]2)c1	3	12	-1	3	3	2	0.9	2	-7
Cc1ccc(OCc2cnc(Cl)s2)c(C)c1	-22	3	0	5	-2	-2	1.3	3	-5

Structure	S1P4 antag	NPY-Y1 antag	Runt-CBFb FRET	BaF3 parental	NPY1 pot ag	NPY2 pot ag	S1P4 agonist	Ba/F3 V617F tox	RBBP9 inh
Cc1cnc(NC(=O)c2c(O)c3cccc4c3n(c2=O)CCC4)s1	-6	6	2	1	-4	12	-1.9	1	-5
CCOc1nc2ccccc2cc1C=O	-14	3	-1	6	-2	-3	2.1	1	0
COc1ccc(C2CC(=O)C=C(NCc3ccccc3)C2)cc1 (centres undefined)	9	·	-1	1	-4	-16	-0.1	1	-11
Cc1nc2c(-c3ccccc3)c[nH]n2c(=O)c1Cc1ccccc1	-5	5	0	10	-3	4	0.0	2	5
COn1c(SCc2ccc(C)cc2C)nc2ccccc2c1=O	-10	14	-4	9	-45	-23	-0.3	-1	-12
Cc1ccc(-c2cc(N)on2)cc1	-5	9	0	12	7	0	2.8	1	-4
C1=C(CCNCC2CC2)CCCC1	-7	5	1	3	-18	8	-1.0	-3	-5
O=C(N/N=C/c1ccc([N+](=O)[O-])cc1)c1cnccn1	3	·	2	-1	-4	-7	-0.2	-7	3

Structure	S1P4 antag	NPY-Y1 antag	Runt-CBFb FRET	BaF3 parental	NPY1 pot ag	NPY2 pot ag	S1P4 agonist	Ba/F3 V617F tox	RBBP9 inh
CCSc1nnc(-c2cccnc2)n1-c1ccc(C)c(Cl)c1	6	11	0	3	-3	-1	-0.8	5	1
CCn1ccc(C(=O)Oc2ccc(C(C)C)cc2)n1	-9	-1	-4	2	4	-1	2.2	4	-2
O=C(CCn1nc(-c2ccc(Cl)cc2)ccc1=O)NCCCN1CCCCCC1	1	1	2	1	-4	-2	-2.9	-3	-2
COCCCn1cnnc1SCc1nc2sc(C(C)=O)c(C)c2c(=O)[nH]1	0	·	-3	-3	15	-6	2.0	0	-5
O=C(/C=C\c1ccco1)Oc1cccc2cccnc12	-22	0	-1	4	-4	-5	2.5	-3	-1
CCC(=O)NC(c1ccco1)c1cc(Cl)c2cccnc2c1O (centres undefined)	15	-1	·	9	17	-3	0.5	0	-9
Cc1ccc(NCc2nc3ccccc3n2C)cc1	-19	-1	1	0	12	7	0.6	1	-4
Cc1cc(C)nc(SCCCn2c(=O)[nH]c3ccccc32)n1	-8	-2	0	5	13	0	-0.4	-2	4

Structure	S1P4 antag	NPY-Y1 antag	Runt-CBFb FRET	BaF3 parental	NPY1 pot ag	NPY2 pot ag	S1P4 agonist	Ba/F3 V617F tox	RBBP9 inh
CCCN(C(=O)c1cccs1)c1nnc(-c2ccncc2)s1	1	5	-2	4	17	6	-1.6	1	6
CC(=O)Cc1nsc(Nc2ccc(F)cc2)n1	3	-4	1	5	2	8	0.9	-2	-5
COc1cccc(/C=N/n2nnnc2N)c1O	-3	·	-42	-1	-7	16	-0.1	6	-6
CN(Cc1cnccn1)Cc1ccccc1OCC(O)CN1CCc2ccccc2C1 (centres undefined)	-15	8	0	3	-19	-15	0.7	-2	-4
